# From PubChem BioAssay
# VIM-2 inh: VIM-2 metallo-beta-lactamase inhibitors, primary screen, biochemical, epi-absorbance readout, Pseudomonas aeruginosa enzyme; purified VIM-2, nitrocefin hydrolysis, epi-absorbance fluorescence; inhibition, % at 5.6 µM; actives 0.89% (n = 290,000); AID 1527, 2009;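 active = inhibition above the mean of all tested compounds plus 3 SD, cutoff set per screening run, cut at about 7.5% in these data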;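 note: red hydrolysis product quenches plate fluorescence so inhibitors raise well fluorescence; 0% = enzyme with DMSO and 100% = DMSO without enzyme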
# IMP-1 inh: IMP-1 metallo-beta-lactamase inhibitors, primary screen, biochemical, epi-absorbance readout, Pseudomonas aeruginosa enzyme; metallo-beta-lactamase IMP-1 (Pseudomonas aeruginosa); purified IMP-1, nitrocefin hydrolysis, epi-absorbance fluorescence; inhibition, % at 5.6 µM; actives 0.45% (n = 290,000); AID 1556, 2009;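 active = inhibition above the mean plus 3 SD of all compounds in the same screening run, cut at about 4.5% in these data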;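 note: 0% = IMP-1 with DMSO and 100% = DMSO wells lacking enzyme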
#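 system = purified recombinant IMP-1 beta-lactamase | amount = 0.2 nM IMP-1, as dispensed | medium = HEPES buffer pH 7.1 with ZnSO4 and Brij 35 | times = 25 °C, 15 min preincubation, 25 min reaction | detection = plate fluorescence quenching by hydrolysis product, ex 480/em 530 nm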
# UBC9 SUMO inh: inhibitors of in vitro SUMOylation cascade, primary screen, biochemical, HTRF, uHTS. HTRF SUMOylation assay, SAE1/SAE2 + UBC9. AID 2006, 2009. inhibition, % at 35 µM. SUMO-conjugating enzyme UBC9 (Homo sapiens), P63279. actives 0.36% (n = 290,000); in the data active = inhibition above about 50%, passing the limit was not always enough; note: strong numbers were not always called active
# PHOSPHO1 inh: PubChem AID 1565. recombinant PHOSPHO1, absorbance phosphatase assay. inhibition, % at 13.3 µM. actives 1.1% (n = 290,000); in the data active = inhibition above about 60%
# Target sequence (Q8TCT1 whole entry, looked up): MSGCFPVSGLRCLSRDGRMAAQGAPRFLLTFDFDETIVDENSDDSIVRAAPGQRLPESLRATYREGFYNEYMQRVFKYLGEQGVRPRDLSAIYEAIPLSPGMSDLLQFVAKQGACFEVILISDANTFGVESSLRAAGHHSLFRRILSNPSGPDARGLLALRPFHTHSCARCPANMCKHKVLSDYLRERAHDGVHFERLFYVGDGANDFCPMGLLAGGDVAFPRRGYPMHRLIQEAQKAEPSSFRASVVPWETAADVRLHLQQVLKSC
# IDE cell activ: human IDE activators in live cells, primary screen, fluorescence polarization, HEK cells, FAbeta-B substrate; AID 493087, 2011; Insulin-degrading enzyme (Homo sapiens), P14735; activation, % at 5.96 µM; actives 0.073% (n = 340,000); FAbeta-B cleavage; 0% vehicle, 100% cell-free pure enzyme wells;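 active = activation above the mean of all tested compounds plus 3 SD, set per screening campaign, cut at about 17% in these data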
# p-CIP stab down: p/CIP-EGFP fusion destabilizers, primary screen, fluorescence, F442A cells | Q05BA5 | 16 h | decrease of EGFP signal, % at 10 µM | actives 0.01% (n = 290,000);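 active = EGFP signal decrease of at least 30% at 10 µM or well 3 SD below plate mean, unless failing retest; inactive = the rest, including hits failing retest or dose response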; note: some compounds called inactive have numbers as strong as hits; many of its hits are not listed in these tables
# DNA FID counter: compounds displacing fluorescent DNA intercalator, primary screen, artefact control for HCV NS3 helicase inhibitor project, biochemical, FID fluorescence; actives 0.17% (n = 290,000); inhibition, % at 7.9 µM; DNA fluorescent intercalator displacement; in the data active = inhibition above about 37%;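 note: 0% = vehicle and 100% = reference compound; higher means more ethidium bromide displaced from hairpin DNA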
# MEKK3 PB1 HTS: modulators of MEKK3-MEK5 PB1 binding, primary screen, biochemical, wildtype MEKK3, multiplex bead flow cytometry, Alexa488-MEK5; Mitogen-activated protein kinase kinase kinase 3 (Homo sapiens), Q99759; bead-based flow cytometry, Alexa488-MEK5 binding to MEKK3; actives lie on both sides; 0 = blocked by unlabeled MEK5, 100 = vehicle; binding response (% of control), % at 10 µM; actives 1.4% (n = 290,000); AID 1529, 2009;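 active = binding response more than 3 SD above or below the average of its plate-row segment, actives on both sides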;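 note: Alexa488 bead fluorescence after subtracting the streptavidin-only scavenger bead signal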
# Target sequence (Q99759 whole entry, looked up): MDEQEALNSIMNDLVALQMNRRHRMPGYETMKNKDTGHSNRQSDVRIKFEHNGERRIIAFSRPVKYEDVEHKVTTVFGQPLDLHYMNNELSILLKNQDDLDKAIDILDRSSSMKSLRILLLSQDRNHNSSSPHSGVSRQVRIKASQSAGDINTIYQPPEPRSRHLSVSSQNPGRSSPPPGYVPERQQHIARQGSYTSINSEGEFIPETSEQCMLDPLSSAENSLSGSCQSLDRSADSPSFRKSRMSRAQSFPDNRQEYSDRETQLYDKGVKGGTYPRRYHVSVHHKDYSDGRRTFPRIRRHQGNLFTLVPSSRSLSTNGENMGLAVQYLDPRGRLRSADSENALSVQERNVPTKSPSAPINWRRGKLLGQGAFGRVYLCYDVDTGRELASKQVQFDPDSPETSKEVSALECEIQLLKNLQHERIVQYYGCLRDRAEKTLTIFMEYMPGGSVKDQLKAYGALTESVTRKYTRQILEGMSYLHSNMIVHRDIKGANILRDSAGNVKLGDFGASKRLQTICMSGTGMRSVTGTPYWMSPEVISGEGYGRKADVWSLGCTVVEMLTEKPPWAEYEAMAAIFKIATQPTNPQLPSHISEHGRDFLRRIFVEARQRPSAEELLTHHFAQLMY
# HCV NS3 hel inh: inhibitors of HCV NS3 helicase, primary screen, biochemical, Cy5 molecular beacon fluorescence. Hepatitis C virus NS3 helicase. NS3 helicase DNA unwinding. inhibition, % at 10.9 µM. actives 0.56% (n = 290,000). AID 1800, 2009;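 active = inhibition above the mean of all tested compounds plus 3 SD, set per campaign, cut at about 35% in these data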;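 note: 0% = DMSO wells and 100% = thioflavine S control wells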
#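 Material: hepatitis C virus NS3 helicase domain fragment enzyme; measured by: Cy5 fluorescence, 0 and 60 min reads; control set: DMSO and thioflavine S; incubation: 60 min unwinding reaction at 25 °C after ATP addition; read-out basis: % inhibition from 60/0 min fluorescence ratio, DMSO 0%, thioflavine S 100%; repeats: singlicate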
# * = called active by the depositor; . = not tested or not shown. Not all compounds are listed, so the mix of outcomes need not match the whole.
SMILES,VIM-2 inh,IMP-1 inh,UBC9 SUMO inh,PHOSPHO1 inh,IDE cell activ,p-CIP stab down,DNA FID counter,MEKK3 PB1 HTS,HCV NS3 hel inh
O=C(N/N=C/c1ccc(F)cc1)c1sccc1OCc1ccc(F)cc1,-1.1,-2.7,7,9,2,-13,-5,98,-8
CCOc1ccc(CN2C(=O)CCC2(C)C(=O)NCc2cccnc2)cc1 (stereo not given),-0.9,-2.0,5,-6,0,-3,4,110,8
Cc1cccc(N2C(=O)CC(Sc3ncn[nH]3)C2=O)c1 (stereo not given),-2.7,-1.6,4,7,0,11,-14,101,10
C=CCNC(=O)c1onc(CSc2nc3ccccc3[nH]2)c1C(=O)NCC=C,-1.2,-4.3,9,-199,-3,-6,-18,103,-4
Cc1ccc(C(=O)CN2C(=O)C(=O)N(Cc3ccccc3)C2=O)cc1,-2.1,-1.4,6,24,5,-2,-3,99,10
COc1cc(-n2c(C)nc3cc(C(=O)NCc4ccco4)ccc32)cc(OC)c1OC,-1.0,-0.2,-2,36,1,-16,-19,107,-5
CCCCCCC1CC(CSc2ncn[nH]2)OC1=O (stereo not given),2.2,-0.2,-4,-28,6,4,-13,102,0
Cc1nc(SCC(=O)N2CCOCC2)c2c(=O)n(C)c(=O)n(C)c2n1,-0.8,-0.7,-8,19,5,0,-4,102,12
Cc1ccccc1NP(=O)(c1ccccc1)c1nc2ccccc2s1 (stereo not given),-1.2,-1.4,3,-7,-3,1,-18,104,0
COc1ccc(-c2ccc([C@H]3[C@@H]4C=CCC[C@@]4(C)C(=O)N3Cc3ccccc3)c(F)c2)cc1OC,.,.,-13,31,7,-2,.,80,.
COC(=O)c1c(C)noc1-c1cc(C)on1,-0.9,-2.0,4,-10,8,-5,0,99,0
COc1cc(S(=O)(=O)N2CCN=C2c2ccccc2)ccc1Cl,-2.4,-1.6,-15,19,5,13,-9,98,-2
Cc1cccc(NC(=O)CCC2CCN(C(=O)C3CC=CCC3)CC2)c1 (stereo not given),0.5,-2.6,10,17,5,-21,-39,102,-5
CC1Cn2c(nnc2-c2cccc(Cl)c2)S1 (stereo not given),-6.6,-7.3,7,22,8,-5,-2,103,1
CSc1nsc(SCC(=O)N2CCCc3ccccc32)n1,-2.9,-2.0,12,9,-3,-13,-20,99,-2
COc1ccccc1C(=O)N1CCN=C1SC,-0.9,-1.3,0,0,-2,-9,-2,104,13
CCN1CCN(S(=O)(=O)c2ccc(C)c([N+](=O)[O-])c2)CC1,-2.4,-1.9,-8,-6,0,4,1,104,-12
CC(C)c1ccc(CNC(=O)CCc2ccccc2)cc1,-2.2,-1.7,-4,-28,-3,8,-18,102,3
CCOC(=O)c1c(-c2ccc(C)o2)csc1NC(=O)CN1CCN(CC)CC1,0.5,-2.1,-1,0,-5,0,10,83,-27
CC(C)C1Cc2c(sc3c2c(=O)n(-c2ccccc2)c2nncn32)CO1 (stereo not given),-2.6,-2.9,.,.,.,.,-3,.,1
C#CCOC(=O)c1ccc(-n2cncn2)nc1,-3.2,-1.3,-6,7,4,12,2,103,6
Cc1cccc(N(CC(=O)N2CCCC2)S(=O)(=O)c2ccccc2)c1,1.0,-0.7,0,3,-5,-6,-8,97,2
O=C(CCSc1ccc(Cl)cc1)N1CCN(c2ccc(O)cc2)CC1,0.8,-1.3,7,32,2,-14,-22,89,2
C=CCNc1nnnc2c1sc1nc(N3CCOCC3)c3c(c12)CCCC3,-0.8,-0.6,9,28,3,-32,1,65,3
C/C(=N/Nc1ccc(F)cc1)c1ccc(Cl)s1,-0.6,-1.7,9,-35,-2,6,-1,96,7
C=CCN(CC=C)S(=O)(=O)c1ccc(C(=O)Nc2nnc(COC)o2)cc1,-2.5,-2.8,0,57,8,10,-23,107,-5
Cc1c(NC(=S)N/N=C/c2cc([N+](=O)[O-])ccc2O)c(=O)n(-c2ccccc2)n1C,-4.3,-2.4,.,-6,0,4,-28,102,9
C=CCOc1ccc(C2NC(=O)c3ccccc3O2)cc1OCC (stereo not given),0.2,-2.4,18,3,-5,-9,-22,104,10
CCN1CCN(C(CNS(=O)(=O)c2ccccc2)c2cccnc2)CC1 (stereo not given),-4.2,-5.3,-1,22,-1,0,1,98,-3
C#CCOCCOCCOCCNc1nc(N2CCN(C(=O)[C@H](CCCCN)n3cc([C@@H](N)CC(C)C)nn3)CC2)nc(N2CCN(C(=O)[C@H](CCCCN)n3cc([C@@H](N)CC(C)C)nn3)CC2)n1,-1.1,-2.7,7,26,-1,-1,58*,96,-65
COc1ccc(C(=O)Cn2c(C)nc([N+](=O)[O-])c2Br)cc1,-3.2,-4.2,12,28,5,-6,1,99,-6
O=C1c2ccccc2C(=O)N1Cc1ccccc1F,-3.7,-2.2,1,8,0,-6,-5,101,0
CCC(=O)Nc1ccc(S(=O)(=O)Nc2ccc(Cl)nn2)cc1,0.2,-1.8,5,6,-1,-9,0,104,0
CCC(Oc1ccccc1)C(=O)N1CC(C)CC(C)C1 (stereo not given),-0.2,-5.9,11,-27,-4,-10,-7,100,0
CCOC(=O)C1(Cc2cccc(Cl)c2)CCCN(C(=O)c2cccnc2)C1 (stereo not given),-4.0,-3.9,8,-10,-3,-12,-37,104,-5
COC(C(=O)Nc1ccnn1C1CCN(Cc2ccc(CO)o2)CC1)c1ccccc1 (stereo not given),0.3,-1.5,11,21,4,4,-4,100,-1
Clc1ccc(/C=N/Nc2ncnc3nc[nH]c23)cc1,4.6,-6.2,-4,-6,1,7,-5,109,-3
Clc1ccc(CNc2ccc(CNc3ncn[nH]3)cc2)cc1,-2.9,-1.3,3,9,-5,3,1,92,-7
O=C(O)c1nc(N2CCCCC2)ncc1Cl,0.7,-1.9,-4,12,3,-20,-3,100,7
O=C(NCc1ccccc1)c1ccc(CS(=O)(=O)c2ccc(Br)cc2)o1,-1.4,0.0,-8,-39,4,0,-40,105,8
COc1ccc(N(CC(=O)N2CCN(c3ccccc3)CC2)S(=O)(=O)c2ccc(C)cc2)cc1,-2.2,-2.8,-21,30,3,4,-4,98,-3
COCCN(C(=O)COC(=O)c1cccs1)c1c(N)n(Cc2ccccc2)c(=O)[nH]c1=O,-5.1,-1.4,0,-14,4,-8,-13,99,0
O=[N+]([O-])c1ccccc1S(=O)(=O)n1nnc2ccccc21,-1.7,-3.5,20,1,-2,-17,1,119,3
O=C(COc1ccc(S(=O)(=O)NC2CCCCC2)cc1)NCCC1=CCCCC1,-1.2,-4.1,20,-8,5,-8,-14,107,1
O=C(c1ccc(-c2ccccc2)cc1)N1CCN(Cc2ccccn2)CC1,3.3,-1.4,9,16,-2,-2,-25,104,-1
CCOC(=O)Cn1c(=O)oc2cc(S(=O)(=O)N3CCN(C(=O)c4ccco4)CC3)ccc21,-0.5,-4.5,12,2,6,-2,-2,109,-13
CCOC(=O)Cc1c(C)nc2cc(-c3ccc(Cl)cc3)[nH]n2c1=O,-3.5,-1.6,26,-6,5,-9,-5,116,0

# 13 structures already listed, arranged by count of non-hydrogen atoms, rising.
SMILES,VIM-2 inh,IMP-1 inh,UBC9 SUMO inh,PHOSPHO1 inh,IDE cell activ,p-CIP stab down,DNA FID counter,MEKK3 PB1 HTS,HCV NS3 hel inh
O=C(O)c1nc(N2CCCCC2)ncc1Cl,0.7,-1.9,-4,12,3,-20,-3,100,7
O=C1c2ccccc2C(=O)N1Cc1ccccc1F,-3.7,-2.2,1,8,0,-6,-5,101,0
CCC(Oc1ccccc1)C(=O)N1CC(C)CC(C)C1 (stereo not given),-0.2,-5.9,11,-27,-4,-10,-7,100,0
O=[N+]([O-])c1ccccc1S(=O)(=O)n1nnc2ccccc21,-1.7,-3.5,20,1,-2,-17,1,119,3
CCC(=O)Nc1ccc(S(=O)(=O)Nc2ccc(Cl)nn2)cc1,0.2,-1.8,5,6,-1,-9,0,104,0
CCOC(=O)Cc1c(C)nc2cc(-c3ccc(Cl)cc3)[nH]n2c1=O,-3.5,-1.6,26,-6,5,-9,-5,116,0
CCN1CCN(C(CNS(=O)(=O)c2ccccc2)c2cccnc2)CC1 (stereo not given),-4.2,-5.3,-1,22,-1,0,1,98,-3
CCOC(=O)C1(Cc2cccc(Cl)c2)CCCN(C(=O)c2cccnc2)C1 (stereo not given),-4.0,-3.9,8,-10,-3,-12,-37,104,-5
O=C(COc1ccc(S(=O)(=O)NC2CCCCC2)cc1)NCCC1=CCCCC1,-1.2,-4.1,20,-8,5,-8,-14,107,1
COC(C(=O)Nc1ccnn1C1CCN(Cc2ccc(CO)o2)CC1)c1ccccc1 (stereo not given),0.3,-1.5,11,21,4,4,-4,100,-1
CCOC(=O)Cn1c(=O)oc2cc(S(=O)(=O)N3CCN(C(=O)c4ccco4)CC3)ccc21,-0.5,-4.5,12,2,6,-2,-2,109,-13
COc1ccc(N(CC(=O)N2CCN(c3ccccc3)CC2)S(=O)(=O)c2ccc(C)cc2)cc1,-2.2,-2.8,-21,30,3,4,-4,98,-3
C#CCOCCOCCOCCNc1nc(N2CCN(C(=O)[C@H](CCCCN)n3cc([C@@H](N)CC(C)C)nn3)CC2)nc(N2CCN(C(=O)[C@H](CCCCN)n3cc([C@@H](N)CC(C)C)nn3)CC2)n1,-1.1,-2.7,7,26,-1,-1,58*,96,-65
